Ba/F3 V617F tox: reduced viability of JAK2V617F-dependent Ba/F3 cells, primary screen, JAK2V617F inhibitor project, cell-based, Ba/F3 EpoR-JAK2V617F, luminescence; ATP luminescence; inhibition, % at 5.6 µM; hit rate 1.1% among 220,000;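 active = inhibition above the campaign mean plus 3 SD over all tested compounds, cut at about 24% in these data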;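 also: cytokine-independent growth of Ba/F3 cells driven by EpoR plus mutant JAK2; 0% = DMSO-treated cells and 100% = JAK inhibitor I control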
p97 inhibitor: inhibitors of human p97 ATPase, primary screen, biochemical; hit rate 0.42% among 220,000; Transitional endoplasmic reticulum ATPase (Homo sapiens), P55072; recombinant p97 ATPase, Kinase-Glo ATP luminescence, 3 h; AID 1481, 2009; inhibition, % at 8 µM; in the data active = inhibition above about 15%;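 also: 0% = DMSO vehicle and 100% = wells lacking enzyme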
TbHK1 inh: Trypanosoma brucei hexokinase 1 inhibitors, primary screen, biochemical, G6PDH-coupled NADH absorbance, MLSCN library. hexokinase 1 [Trypanosoma brucei]. recombinant TbHK1, G6PDH-coupled NADH A340. inhibition, % at 10 µM. hit rate 0.11% among 220,000. AID 1430, 2008;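 active = inhibition of 50% or more in the single-dose primary screen; inactive = inhibition below 50%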
RBBP9 inh: human RBBP9 inhibitors, primary screen, biochemical, fluorescence polarization, FP-Rh probe, HTS; inhibition, % at 7.94 µM; hit rate 0.2% among 220,000; recombinant RBBP9; Serine hydrolase RBBP9 (Homo sapiens), O75884;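 active = inhibition above the campaign mean of all tested compounds plus 3 SD, cut at about 14% in these data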;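 also: plate controls were DMSO wells with RBBP9 for no effect and wells lacking RBBP9 protein for full effect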
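Controls: DMSO-treated enzyme wells and wells lacking RBBP9 | Material: RBBP9 protein | Technique: Fluorescence polarization | Replication: Single well per compound, no replicates | Buffer or medium: Tris-NaCl-Pluronic buffer, pH 8.0 | Timing: 30 min compound preincubation, 45 min probe labeling, 25 °C | Read-out basis: Percent inhibition from mP, scaled between DMSO and no-protein wells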
BaF3 tox: parental Ba/F3 cell viability inhibition, counter-screen for JAK2V617F inhibitor project, murine pro-B, CellTiter-Glo luminescence; CellTiter-Glo ATP luminescence; inhibition, % at 5.6 µM; hit rate 1.1% among 220,000;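 active = inhibition above a per-campaign cutoff, the mean inhibition of all tested compounds plus 3 SD, cut at about 27% in these data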;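 also: 0% = DMSO wells and 100% = JAK Inhibitor I control wells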
PGE2 EP2 inh: human EP2 receptor antagonists, primary screen, TR-FRET cAMP, C6 glioma cells | C6 glioma cells expressing human EP2; cells stimulated with saturating PGE2 | inhibition, % at 25 µM | hit rate 0.52% among 260,000;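 active = percent inhibition above 40 after rounding to a whole number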;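 also: rat C6 glioma host cells with rolipram phosphodiesterase inhibitor present; the protocol text gives 20 µM as final concentration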
PPC-1+TRAIL kill: compounds killing PPC-1 cancer cells with TRAIL present, primary screen, TRAIL potentiator project, ATPLite luminescence, uHTS; hit rate 0.41% among 220,000; cell killing (% activity), % at 4 µM; PPC-1 cells + TRAIL, ATPLite viability luminescence; AID 1443, 2008;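 active = cell killing above 50% in the first pass at 4 µM, then a duplicate retest at 5 µM averaging 50% or more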;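 also: plate controls were cells with TRAIL plus DMSO for no effect and medium-only wells lacking cells for full effect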
p47phox inh: p47phox/p22phox peptide binding inhibitors, primary screen, biochemical, uHTS, NADPH oxidase regulatory subunit. fluorescence polarization, 2 h. hit rate 0.53% among 220,000. AID 1274, 2008. inhibition, % at 24.7 µM;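 active = inhibition above about 30%, limit read from the data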;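 also: 0% = p47phox with labelled peptide and 100% = labelled peptide alone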
Target sequence (P14598 whole entry, looked up): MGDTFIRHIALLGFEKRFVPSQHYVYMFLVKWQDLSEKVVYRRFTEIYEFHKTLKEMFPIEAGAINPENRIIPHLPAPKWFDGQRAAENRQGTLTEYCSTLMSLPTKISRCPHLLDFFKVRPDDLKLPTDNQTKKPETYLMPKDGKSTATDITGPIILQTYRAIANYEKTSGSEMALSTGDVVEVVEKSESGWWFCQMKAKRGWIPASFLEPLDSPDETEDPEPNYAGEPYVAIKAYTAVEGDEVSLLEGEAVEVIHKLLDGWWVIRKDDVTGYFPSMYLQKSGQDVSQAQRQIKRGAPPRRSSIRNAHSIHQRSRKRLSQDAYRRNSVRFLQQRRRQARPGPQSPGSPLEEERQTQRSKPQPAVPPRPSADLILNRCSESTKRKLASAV
Furin inh: human furin inhibitors, primary screen, biochemical, fluorescence intensity; hit rate 0.061% among 220,000; AID 463115, 2010; inhibition, % at 30 µM; purified furin, fluorogenic substrate cleavage; P09958; in the data active = inhibition above about 25%; also: inactives centre near -15
Target sequence (P09958 108-714 limits assumed): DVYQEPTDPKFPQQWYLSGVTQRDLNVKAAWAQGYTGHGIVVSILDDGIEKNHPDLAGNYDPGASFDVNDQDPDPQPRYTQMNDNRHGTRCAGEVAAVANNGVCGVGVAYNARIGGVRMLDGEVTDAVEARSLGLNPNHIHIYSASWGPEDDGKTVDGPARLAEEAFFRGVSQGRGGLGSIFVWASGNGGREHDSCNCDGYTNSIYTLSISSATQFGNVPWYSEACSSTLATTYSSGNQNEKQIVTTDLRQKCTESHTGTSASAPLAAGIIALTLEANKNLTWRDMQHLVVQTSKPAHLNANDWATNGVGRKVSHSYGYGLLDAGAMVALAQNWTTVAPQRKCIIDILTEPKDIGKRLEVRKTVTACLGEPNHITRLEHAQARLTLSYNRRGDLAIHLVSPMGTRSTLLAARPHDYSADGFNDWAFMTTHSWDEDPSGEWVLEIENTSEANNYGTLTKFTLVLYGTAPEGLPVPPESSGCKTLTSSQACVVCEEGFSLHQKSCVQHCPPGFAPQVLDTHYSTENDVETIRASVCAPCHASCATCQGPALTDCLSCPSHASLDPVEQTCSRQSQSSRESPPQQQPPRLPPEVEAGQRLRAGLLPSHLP
Active calls of the source: *; . = not tested or not shown; & = joins results of further samples; [ ] = remark or other dose. The list is partial, so the mix of outcomes need not match the whole.

canonical_smiles	Ba/F3 V617F tox	p97 inhibitor	TbHK1 inh	RBBP9 inh	BaF3 tox	PGE2 EP2 inh	PPC-1+TRAIL kill	p47phox inh	Furin inh
N#Cc1nc(-c2ccccc2Cl)oc1NCc1ccco1	-4	4	-2	-6	3	2	13	-7	-13[20 µM]
COc1ccccc1NS(=O)(=O)c1cccc(NC(=O)c2nc3nc(C)cc(C)n3n2)c1	-3	0	-9	-5	2	8	10	2	-15[20 µM]
COC(=O)c1ccc(CSc2nc3c(cnn3-c3ccc(F)cc3)c(=O)[nH]2)o1	-3	1	1	-7	2	2	8	-12	-26[20 µM]
COC(=O)C(CSCc1ccccc1)NC(=O)CSc1nc(C)cc(=O)[nH]1 (stereo unspecified)	3	-1	10	-6	4	1	28	-2	-17
Cc1ccc(S(=O)(=O)N(CC(O)CN2CCCCC2)c2ccccc2)cc1 (stereo unspecified)	0	7	-6	0	4	10	3	-15	-32
COc1cc(NC(=O)c2ccc(C)cc2)c(OC)cc1NC(=O)CN1CCCCC1	0	-2	-12	-6	7	.	14	-11	-17[20 µM]
COc1ccccc1C(=O)C1CCCN(C(=O)CN2CCCCC2=O)C1 (stereo unspecified)	-1	7	-6	1	-1	1	12	-4	-15
Cc1ccccc1C(=O)N[C@H](C(=O)OCC(=O)c1ccc[nH]1)C(C)C	0	3	1	9	5	7	13	-5	-10
CCn1c(SCC(=O)NNC(=O)c2ccc(OC)cc2)nnc1-c1ccco1	-2	11	-7	1	-2	9&5	.	-7	-31
O=C(N/N=C\c1ccccn1)c1ccccc1O	2	-6	-9	-4	4	8	16	1	-3
Cn1nc(C(F)(F)F)c(/C=N/OC(=O)c2ccccc2)c1Cl	-6	0	1	-7	1	0	-2	-4	-21[20 µM]
O=C(N/N=C/C=C\c1ccccc1)c1cnccn1	1	2	-67	-9	4	6	19	-5	5
Fc1ccccc1/C=N/n1c(-c2cccnc2)n[nH]c1=S	-1	1	-8	4	2	9	16	-1	-14
O=C(NCc1ccc(Cl)cc1)c1noc2c1CCCCC2	0	-3	1	-10	6	5	2	-1	-24
CN(C)CCNC(=O)c1cc2c(=O)n(C)c3ccccc3c2n1C	-1	2	-6	-2	6	6	0	-25	-35
O=C(Nc1ccc(Br)cc1F)c1cccnc1	2	1	37	-3	6	2	17	-1	1
O=C(O)c1ccccc1Nc1ccc([N+](=O)[O-])cc1C(=O)O	-3	3	-17	-10	0	6	21	-6	-16
CCOC(=O)CSc1nc2ccc(N3CCOCC3)cc2c(=O)n1Cc1ccc2c(c1)OCO2	0	7	-8	-1	5	.	-10	-7	1
CC(C)C(=O)N1CCN(c2ccccc2NC(=O)c2cc([N+](=O)[O-])ccc2N2CCOCC2)CC1	-1	-3	-12	1	4	10	-2	-2	-17
CCOC(=O)c1cc(C(=O)NN)c(=O)[nH]c1C	-2	2	-15	-2	-5	3	5	-31	-31
O=C(C1=C(O)C(=O)N(CCN2CCOCC2)C1c1ccccc1)c1cccs1 (stereo unspecified)	2	0	-20	-3	1	8	.	.	-24[20 µM]
COc1ccc2nc(C)cc(SCC(=O)NNC(=O)COc3cccc4ccccc34)c2c1	-2	4	-4	-12	2	17	20	2	-30
Cc1ccccc1CS(=O)(=O)c1snnc1C	-1	0	2	0	2	7	20	-3	-19
O=C(/C=C/c1ccccc1)N(Cc1cccs1)C1CCS(=O)(=O)C1 (stereo unspecified)	-2	6	-9	-1	-1	6	24	6	-11
CCCn1c(CNC(=O)c2cccs2)nc2ccccc21	-3	4	7	-2	8	12	5	-15	-27
C=CCNC(=O)COc1ccc(Br)cc1Cl	-1	-2	-7	-4	0	3	3	-12	-20
Cc1nc(-c2ccccc2)sc1-c1n[nH]c(=S)n1C	3	-1	-5	-3	10	10	-4	5	-12[20 µM]
Cc1ccc(S(=O)(=O)NN=C2C3CC4CC(C3)CC2C4)cc1[N+](=O)[O-]	-1	3	1	-6	3	5	20	-2	-14
Cn1cc(SCC(N)=O)c2ccccc21	-5	3	-2	-2	-1	8	24	-4	-35
O=S(=O)(c1ccccc1)N1CCSC1c1ccco1 (stereo unspecified)	-4	4	4	-5	8	11	-25	-10	-19[20 µM]

Entries of single compounds as entered above. Order of screens: Ba/F3 V617F tox | p97 inhibitor | TbHK1 inh | RBBP9 inh | BaF3 tox | PGE2 EP2 inh | PPC-1+TRAIL kill | p47phox inh | Furin inh
Record of Fc1ccccc1/C=N/n1c(-c2cccnc2)n[nH]c1=S : -1 | 1 | -8 | 4 | 2 | 9 | 16 | -1 | -14
Record of O=C(/C=C/c1ccccc1)N(Cc1cccs1)C1CCS(=O)(=O)C1 (stereo unspecified) : -2 | 6 | -9 | -1 | -1 | 6 | 24 | 6 | -11

(further entries)
canonical_smiles	Ba/F3 V617F tox	p97 inhibitor	TbHK1 inh	RBBP9 inh	BaF3 tox	PGE2 EP2 inh	PPC-1+TRAIL kill	p47phox inh	Furin inh
Cc1ccc(NC(=S)N/N=C/c2c(C)[nH]c3ccccc23)cc1	0	4	-37	0	3	25	23	-70	-23
N#CCCN1CCN(Cc2cc(-c3ccccc3)ccc2O)CC1	8	-8	3	-19	9	6	16	-2	-7
Cc1cc(C)n(-c2ccc3nncn3n2)n1	0	6	-3	-7	3	3	6	-11	-15
COc1cccc(OCc2nc3ccccc3[nH]2)c1	1	-7	-10	-6	8	10&10	27	-2	-26
CCNC(=S)N1CCN(CC(=O)Nc2ccc(Br)cc2)CC1	1	-1	-7	-2	9	6	7	1	-9
O=C(COC(=O)c1cccnc1Nc1ccccc1F)NC1CC1	-2	4	-19	-4	4	3	-4	-16	-24
Cc1cc(C(=O)CCl)c(C)n1CCc1ccc(F)cc1	-2	1	-6	0	-1	7	-3	-18	5
CCN(CC)CCCNC(=O)c1ccc2c(=O)n(Cc3ccc4c(c3)OCO4)c(=S)[nH]c2c1	2	2	-6	-4	2	10	-18	-12	-11
Cc1ccc(-c2nnc(SCC(=O)N/N=C/c3c(C)nn(-c4ccccc4)c3C)n2-c2ccc(C)cc2)cc1	-2	6	-9	2	8	1	10	-10	-19
CCn1nnc(NC(=O)c2c(OC)cccc2OC)n1	-5	2	-1	-6	2	13&10	-2	-9	-15[20 µM]
COc1ccc2[nH]c(=O)c(CN(CCO)S(=O)(=O)c3c(C)ccc4nsnc34)cc2c1	-2	4	-27	4	-2	4	4	3	-20[20 µM]
O=C(Nn1c(-c2ccc(Br)cc2)nc2ccccc2c1=O)c1ccncc1	2	-2	-1	-7	4	3	15	7	-1
CC(=O)Nc1ccccc1NS(=O)(=O)c1cccc([N+](=O)[O-])c1	0	6	-6	-6	5	8	-3	-10	-20
Cc1nn(C)c(C)c1CCC(=O)O	2	-5	2	-9	-1	2	.	2	-7
CNC(=O)c1ccccc1-c1cn(C)c2ccccc2c1=O	-5	10	-16	2	3	3	9	-3	-15
Cc1nn(C)c(Oc2cccc(C(F)(F)F)c2)c1C=O	4	1	9	0	8	2	-24	-3	-4
COc1ccc(CC(=O)Nc2ccc(-c3ccc4nnc(C)n4n3)cc2)cc1OC	1	4	-2	3	2	6	7	-2	-20
Cc1cc(N/N=C/c2ccc(O)cc2)nc(NS(=O)(=O)c2ccccc2)n1	1	0	-6	-3	4	7	12	-4	-7
COc1ccc(N/C=C/C(=O)c2sc(-c3ccccc3)nc2C)cc1	-3	-3	-5	-4	3	15	26	-38	-14[20 µM]
CCn1c(N2CCN(C(=O)NC3CCCCC3)CC2)nc2ccccc21	2	4	6	-5	6	6	18	-13	-10[20 µM]
CCN(CC)C(=O)c1scc2c1OCCO2	5	-1	0	-3	3	8	13	-10	-21
O=C(Nc1cccc(S(=O)(=O)NC2=NCCCCC2)c1)c1cc(-c2ccccc2Cl)nc2ccccc12	-4	9	-4	-15	2	5	8	-29	-17
Fc1ccccc1CCNc1nnnn1-c1ccccc1	-5	0	-8	3	5	12	25	-3	-20[20 µM]
COC(=O)c1sccc1NC(=O)c1c(C)noc1C	0	1	-7	-5	4	0	4	7	-21[20 µM]
COc1cc(OC)c2c(-c3ccccc3)cc(=O)oc2c1C(CCN1CCCCC1)c1ccc2c(c1)OCO2 (stereo unspecified)	.	.	-19	.	.	11	16	-11	-19
Cc1ccc(F)cc1NC(=O)Cc1nn(C)c(=O)c2ccccc12	22	0	1	-8	37*	18	26	-3	-8[20 µM]
COc1ccc(C(=O)N/C(=C\c2ccco2)C(=O)NCc2cccnc2)cc1	2	-1	-16	-11	1	15	14	-8	-14
COc1ccccc1OCC(=O)N/N=C1\CCc2ccccc21	0	-7	1	-4	4	14	-17	6	-11[20 µM]
O=C1CC(C(=O)Nc2ccccc2)C2(CCCCC2)O1 (stereo unspecified)	-5	0	3	-4	2	6	30	-3	-14[20 µM]
Cc1ccc(NC(=S)N(CCN2CCCCC2)Cc2ccco2)cc1	0	0	7	5	15	5	27	-1	-10
O=C(C1=NNCC1c1ccccc1)C1CO1 (stereo unspecified)	-6	4	-22	3	-4	2	2	-1	-4
COc1ccc2[nH]c(C(=O)Nc3cccc(C)n3)cc2c1	1	-5	-27	-8	1	9	43	-17	-27
Cc1ccc(S(=O)(=O)Nc2ccc3c(c2)OCCO3)cc1C	-3	2	1	-3	3	2	7	-5	-12
COCCNC(=O)C(=O)N/N=C(\C)CC(=O)Nc1ccc2c(c1)OCO2	0	5	0	5	4	6	.	-11	-8
Cc1sc(NC(=O)CN(C)C2CCCCC2)nc1-c1ccc2c(c1)CCN2S(=O)(=O)c1ccccc1	1	-2	-8	-6	7	.	-1	-72	-14[20 µM]
CC1CCC(NC(=O)Cn2c(=O)[nH]c3ccsc3c2=O)CC1 (stereo unspecified)	-5	2	-7	-6	-2	5	-8	-6	-21
CC(C)(C)c1ccc(-c2noc(CCC(=O)NCc3ccco3)n2)cc1	-3	3	3	-3	26	8	15	-6	-18
COc1ccc(-c2cc(C(F)(F)F)n3nc(C(=O)NCCCn4ccnc4)cc3n2)cc1	-2	2	-19	-2	5	13	19	-3	-26[20 µM]
O=C(CSc1nc2c(sc3ccccc32)c(=O)n1Cc1ccccc1)NCC1CCCO1 (stereo unspecified)	0	1	-8	-2	7	9	-2	10	-18[20 µM]
C=C[C@]1(C)C[C@H]1[C@H](NP(=O)(c1ccccc1)c1ccccc1)c1ccccc1	2	-2	-8	-8	2	7	12	7	-11
O=[N+]([O-])c1ccc(-c2cn(-c3ccccc3)c(=S)[nH]2)cc1	-4	7	-8	-10	4	7	2	-6	-21
CCOC(=O)C1=C(C)NC(C)=C(C(=O)OCC)C1c1ccc(Br)o1	-3	1	-4	-3	5	2	23	1	-18
Cc1cc(F)c(F)c(C(=O)N2CCOCC2)c1Cl	3	-4	1	-6	5	16	12	-1	-16[20 µM]
C=C(C)COc1ccc2c3c(c(=O)oc2c1OCC(=C)C)CCC3	1	1	2	3	0	11	-6	-13	-23
CCCCNS(=O)(=O)c1ccc(OCC(=O)OC)cc1	-4	1	0	6	5	12	21	-10	-7
Cc1cccc2cc(COC(=O)c3cccc([N+](=O)[O-])c3)c(=O)[nH]c12	0	-2	-17	-7	1	9	7	1	-12
